High-throughput results from PubChem BioAssay.
Texas Red fluor: compound fluoresces in the Texas Red spectral region; Compound fluorescence, Texas Red channel, 547/618 nm; stronger effect = higher value; max dye-equivalent concentration, M; 59,000 compounds, 0.06% hits; AID 587; in the data active = max dye-equivalent concentration above about 10 nM; inconclusive = between about 1.1 nM and that limit
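Fluorescence at ex 547/em 618 nm, normalized against an on-plate Texas Red standard series to give dye-equivalent concentration per compound concentration. Buffer 100 mM Tris, pH 8.0; 15 min RT incubation before CCD imaging.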
HBB splice mod: hemoglobin beta splicing modulation | HBB splicing reporter cell assay, activation; EGFP reporter with mutant IVS2-654 intron; response scale: normalised to 500 nM splice-correcting PNA | Potency, µM (series often up to 46.1 µM), for the others: top-dose activation, hits mostly activators | 65,000 compounds, 0.06% hits | AID 925; note: potency is the fitted concentration of half-maximal effect; 0% is about no effect
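Compounds were applied for 2 days to HeLa EGFP-654 cells, 500/well in Optimem with 2% FCS. The reporter's EGFP is disrupted by mis-splicing of beta-globin intron IVS2-654. Readout: summed well GFP fluorescence from 488 nm laser scanning; reference was 500 nM antisense […] 654 PNA.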
Hsp90 Hop PPI: changes Hsp90-Hop TPR2A binding signal, up or down | AlphaScreen TPR2A-His6 binding biotin-Hsp90 C-terminal peptide | Potency, µM (doses to about 57 µM), without a hit: at the highest dose activity change, negative = inhibition | 71,000 compounds, 0.44% hits | AID 595; active = well fitted curve in either direction with a large enough effect; inconclusive = small, poorly fitted or top-dose-only effect, or another doubt; note: potency is the fitted concentration of half-maximal effect; % is set by controls: 0 for no effect and ±100 for the full control effect; many of its hits are not listed in these tables
Pol III holo inh: inhibitors of bacterial DNA polymerase III holoenzyme; reconstituted DNA polymerase III holoenzyme replication, biochemical; Potency, µM (titrated, usually from 57.1 µM), inactives show top-dose activity change, negative = inhibition; 71,000 compounds, 0.25% hits; note: potency is the fitted concentration of half-maximal effect; % is set by controls: 0 for no effect and ±100 for the full control effect
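Reconstituted *E. coli* holoenzyme (0.35 nM Pol III, 1 nM beta, 154 nM SSB, 2 nM primase) was preincubated with compound for 15 min at RT. Synthesis on 1.4 nM ssM13Gori ran 35 min, then was stopped with PicoGreen/EDTA and read as dsDNA fluorescence.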
Rhodamine fluor: compound autofluorescence in rhodamine spectral region. Rhodamine-region fluorescence, 547/598 nm, Tris buffer; stronger effect = higher value. 59,000 compounds, 0.05% hits. AID 594. max dye-equivalent concentration, M; in the data active = max dye-equivalent concentration above about 11 nM; inconclusive = between about 1.1 nM and that limit
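Intensities are converted to rhodamine-equivalent concentration using a six-point rhodamine standard on each plate. Compounds sit 15 min at room temperature in 100 mM Tris buffer, pH 8.0; read uses the 547/598 nm excitation/emission pair.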
GFP derepression: epigenetic GFP locus derepression in mouse cells; 68,000 compounds, 0.09% hits; Potency, µM (series often up to 46.1 µM), for inactives: at the top dose GFP derepression (activation); mouse C127i GFP locus derepression, cytometry, 30 h; note: % of control where 0% means no effect
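Read-out is the number of GFP-positive cells, scored as fluorescent objects 20 to 120 um wide, reflecting derepression of a silenced CMV-GFP reporter in murine C127i cells after 30 h compound exposure at 37 C.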
Fluorescein fluor: compound autofluorescence in fluorescein spectral region | Compound autofluorescence, 480/540 nm, fluorescein-equivalent; stronger effect = higher value | max fluorescein-equivalent concentration, M | 59,000 compounds, 0.91% hits; in the data active = max fluorescein-equivalent concentration above about 10 nM; inconclusive = between about 1.1 nM and that limit
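Values reflect compound autofluorescence, normalized to fluorescein on the same plate and reported at each tested concentration. Conditions: 100 mM Tris pH 8.0, room temperature, 15 min, excitation 480 nm, emission 540 nm.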
ALOX15 inhib: 15-hLO (ALOX15) enzyme inhibition. purified 15hLO-1, xylenol orange hydroperoxide absorbance. Potency, µM (highest dose often 57.1 µM), without a hit: top-dose activity change, negative = inhibition, usual class: inhibitors. 74,000 compounds, 1.4% hits. AID 887; note: potency is the fitted concentration of half-maximal effect; % is set by controls: 0 for no effect and ±100 for the full control effect; nearly all actives have a fitted effect of over 55% in size
Target sequence (P16050 whole entry, looked up): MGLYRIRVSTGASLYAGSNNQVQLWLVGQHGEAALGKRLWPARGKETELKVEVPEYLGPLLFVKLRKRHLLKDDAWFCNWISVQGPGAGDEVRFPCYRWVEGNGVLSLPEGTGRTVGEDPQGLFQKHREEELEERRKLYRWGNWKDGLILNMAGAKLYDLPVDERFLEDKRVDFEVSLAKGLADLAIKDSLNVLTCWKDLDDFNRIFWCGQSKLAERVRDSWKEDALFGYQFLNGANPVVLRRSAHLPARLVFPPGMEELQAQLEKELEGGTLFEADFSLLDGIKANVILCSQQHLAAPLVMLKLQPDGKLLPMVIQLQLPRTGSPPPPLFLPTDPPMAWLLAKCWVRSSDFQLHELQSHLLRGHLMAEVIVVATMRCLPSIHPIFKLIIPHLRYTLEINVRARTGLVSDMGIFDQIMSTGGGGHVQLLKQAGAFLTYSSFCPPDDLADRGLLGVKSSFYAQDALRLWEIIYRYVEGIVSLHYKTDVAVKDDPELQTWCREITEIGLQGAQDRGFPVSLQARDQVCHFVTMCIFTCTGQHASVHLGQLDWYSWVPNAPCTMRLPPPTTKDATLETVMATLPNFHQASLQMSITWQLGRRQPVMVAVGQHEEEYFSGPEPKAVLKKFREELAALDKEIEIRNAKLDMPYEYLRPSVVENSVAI
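Inhibition is scored from a chromogenic endpoint. After 15 min enzyme-compound contact, arachidonic acid (50 uM final) reacts 6 min with 40 nM 15hLO-1 at room temperature, then Fe-XO reagent is added for 30 min and absorbance ratio recorded.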
Ub-GFP proteasome: ubiquitin-GFP accumulation via proteasome inhibition. 67,000 tested, under 10 active. Ubiquitin-GFP reporter cells, proteasome inhibition, GFP fluorescence; response scale: untreated = 0%, 10 µM MG-132 = 100%. AID 526. Potency, µM (top dose mostly 45.9 µM), inactives show at the top dose activation (GFP accumulation), actives largely listed as activators; active = well fitted activation curve with a large enough effect, not every such curve was filed as active; inconclusive = small, poorly fitted or top-dose-only effect, or another doubt; inactive = no such curve, though single readings can be large or run the other way; note: potency is the fitted concentration of half-maximal effect
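U2OS cells stably expressing ubiquitin(G76V)-GFP, seeded overnight in 0.5% FBS medium, were exposed to compounds (qHTS, 46 uM to 2.9 nM) for 4 hr at 37 °C. GFP-positive cells were counted by laser cytometry (488 ex/515 em), normalized between basal and 10 uM MG-132.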
HADH2 inh: blocks human hydroxyacyl-CoA dehydrogenase type II; Q99714; recombinant HADH2, NADH fluorescence, beta-hydroxybutyryl-CoA; Potency, µM (series often up to 57.1 µM), for the others: at the top dose activity change, negative = inhibition, hits mostly inhibitors; 73,000 compounds, 3.4% hits; note: potency is the fitted concentration of half-maximal effect; % is set by controls: 0 for no effect and ±100 for the full control effect; nearly all actives have a fitted effect of over 60% in size; many of its hits are not listed in these tables
Target sequence (Q99714 whole entry, looked up, one chain of several): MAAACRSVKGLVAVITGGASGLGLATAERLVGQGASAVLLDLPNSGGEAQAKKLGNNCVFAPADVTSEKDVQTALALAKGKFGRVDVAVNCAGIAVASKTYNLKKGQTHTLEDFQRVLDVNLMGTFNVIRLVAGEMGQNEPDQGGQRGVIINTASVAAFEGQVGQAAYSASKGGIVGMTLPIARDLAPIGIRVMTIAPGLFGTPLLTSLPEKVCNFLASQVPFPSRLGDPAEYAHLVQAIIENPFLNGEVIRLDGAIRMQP
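E. coli-expressed His-tagged HADH2 tested at 20 nM in alkaline Tris buffer (pH 9.0); oxidation of 90 uM beta-hydroxybutyryl-CoA with 1 mM NAD+ tracked fluorimetrically for 4 min.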
4MU fluor: compounds fluorescent in 4-MU spectral region; compound autofluorescence, 340/450 nm, 4-MU equivalents; stronger effect = higher value; max dye-equivalent concentration, M; 59,000 compounds, 11% hits; in the data active = max dye-equivalent concentration above about 10 nM; inconclusive = mostly about 1.1 nM to 9.6 nM
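Compounds in 100 mM Tris, pH 8.0, incubated 15 min at room temperature, then fluorescence read at 340 nm excitation/450 nm emission. Signal converted to 4-MU dye-equivalent concentration using an on-plate six-point 4-MU standard curve.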
Numbers without * were called inactive; i = inactive; ? = inconclusive; . = no result given; [ ] = dose if it differs, or a comment. Unless noted, calls come from the whole dose curve; as a rule, active = well fitted curve in the direction sought with a large enough effect; inconclusive = small, poorly fitted or top-dose-only effect, or another doubt; inactive = no such curve, though single readings can be large; an effect the other way counts as inactive or inconclusive. These rows are one share of the data; count on the stated rates, not on these rows.

SMILES	Texas Red fluor	HBB splice mod	Hsp90 Hop PPI	Pol III holo inh	Rhodamine fluor	GFP derepression	Fluorescein fluor	ALOX15 inhib	Ub-GFP proteasome	HADH2 inh	4MU fluor
O=C(O)[C@H](Cc1ccccc1)NC(=O)N1CCOCC1	i	-4.7%[57.5 µM]	?	-4%	i	2%	i	8%	-4%	0%	i
O=C(CSc1nnc(CN2CCOCC2)n1-c1ccccc1)Nc1ccc(Cl)cc1	i	-1.0%	-1%	-4%	i	0%	?	-2%	-1%	2%	i
O=C1NC(Nc2nccs2)(C(F)(F)F)C(=O)N1CCc1ccccc1 (stereo unspecified)	?	0.3%[57.5 µM]	-3%	-4%	i	0%	?	-9%	7%	?	i
O=S(=O)(c1ccc(OCC(O)CN2CCN(c3ccccc3Cl)CC2)cc1)N1CCOCC1 (stereo unspecified)	?	-1.9%	-4%	0%	i	-1%	?	-10%	0%	1%	i
COCC(=O)N1CCC[C@@]2(CCN(C(c3ccccc3)c3ccccc3)C2)C1	i	0.8%	0%	18%	i	0%[9.22 µM]	i	-1%	-15%	3%	i
CCN(CC)C(=O)CSc1nnc([C@@H](N)Cc2ccccc2)o1	i	8.9%[0.369 µM]	-3%	-8%	i	0%	?	-3%	-2%	-6%	i
CCN(CC)S(=O)(=O)c1ccc2oc(C(=O)NC(C)C)c(C)c2c1	i	-0.6%	-3%	3%	i	-2%	i	-9%	-3%	-12%	i
COc1ccccc1N(C(=O)c1snc(C(N)=O)c1N)C(C(=O)NCCC(C)C)c1ccco1 (stereo unspecified)	i	-0.3%[57.5 µM]	-1%	0%	i	6%	i	-2%	-6%	-15%	2.4e-07M*
Cc1ccc2nc(SCCC#N)nc(C)c2c1	i	-1.0%	3%	-5%	i	3%	i	1%	17%	-17%	i
Cn1c(SCc2nc3ccccc3s2)nnc1-c1cccs1	i	-0.2%	-2%	-7%	i	2%	i	-8%	-4%	?	6.7e-08M*
Cc1cccc(CNc2ccnc(-c3ccoc3)n2)c1	i	5.4%	?	-2%	i	2%[9.22 µM]	i	-15%	-8%	?	i
CCCCCn1c(CN2CCN(Cc3ccccc3)CC2)nc2c1c(=O)[nH]c(=O)n2C	i	0.8%	1%	4%	i	0%	i	2%	5%	1%	i
COc1ccccc1C(=O)NCCc1nc2ccccc2[nH]1	i	4.4%[1.84 µM]	0%	4%	i	4%	?	11%	0%	2%	i
CCc1cc2ccc(OC)cc2nc1SCC(=O)Nc1cc(C)on1	?	-5.4%	-2%	-3%	i	-1%	?	-4%	2%	12%	i
Cc1ccc(S(=O)(=O)N2CCN(S(C)(=O)=O)C2)cc1	?	-2.3%	-4%	0%	i	-1%	i	4%	17%	-5%	i

Compound profiles, as listed above.
CCN(CC)C(=O)CSc1nnc([C@@H](N)Cc2ccccc2)o1 as listed: Texas Red fluor = i; HBB splice mod = 8.9%[0.369 µM]; Hsp90 Hop PPI = -3%; Pol III holo inh = -8%; Rhodamine fluor = i; GFP derepression = 0%; Fluorescein fluor = ?; ALOX15 inhib = -3%; Ub-GFP proteasome = -2%; HADH2 inh = -6%; 4MU fluor = i
COc1ccccc1C(=O)NCCc1nc2ccccc2[nH]1 as listed: Texas Red fluor = i; HBB splice mod = 4.4%[1.84 µM]; Hsp90 Hop PPI = 0%; Pol III holo inh = 4%; Rhodamine fluor = i; GFP derepression = 4%; Fluorescein fluor = ?; ALOX15 inhib = 11%; Ub-GFP proteasome = 0%; HADH2 inh = 2%; 4MU fluor = i

4MU fluor, hit marks shown above
| structure | Hsp90 Hop PPI | Pol III holo inh | Rhodamine fluor | GFP derepression | ALOX15 inhib | HADH2 inh | 4MU fluor |
| --- | --- | --- | --- | --- | --- | --- | --- |
| COc1ccccc1N(C(=O)c1snc(C(N)=O)c1N)C(C(=O)NCCC(C)C)c1ccco1 (stereo unspecified) | -1% | 0% | i | 6% | -2% | -15% | 2.4e-07M* |
| Cn1c(SCc2nc3ccccc3s2)nnc1-c1cccs1 | -2% | -7% | i | 2% | -8% | ? | 6.7e-08M* |

The list continues:
SMILES	Texas Red fluor	HBB splice mod	Hsp90 Hop PPI	Pol III holo inh	Rhodamine fluor	GFP derepression	Fluorescein fluor	ALOX15 inhib	Ub-GFP proteasome	HADH2 inh	4MU fluor
CC(=O)OCC(=O)[C@H]1CC[C@H]2[C@@H]3CC=C4C[C@@H](O)CC[C@]4(C)[C@H]3CC[C@]12C	i	.	.	.	i	-2%[20.6 µM]	i	.	.	.	i
CN(C)C(=O)c1ccccc1-c1ccccc1	i	-0.2%	0%	-5%	i	-3%	i	5%	0%	7%	i
O=C(CCn1c(=O)c2sccc2n(CC(=O)NCc2ccco2)c1=O)NCc1ccccc1	i	3.0%	-2%	-2%	i	0%	i	3%	-9%	9%	i
Cc1cc(C(=O)OCC(=O)N2CCOCC2)c2ccccc2n1	i	-0.4%[57.5 µM]	-2%	7%	i	0%	?	7%	-1%	-8%	i
Cc1noc(C)c1COc1ccc(C(=O)OCC(=O)c2ccc3c(c2)OCCO3)cc1	i	-0.4%[57.5 µM]	-3%	?	i	2%	?	20%	-5%	22%	i
COc1ccc2cc([C@H](C)C(=O)O)ccc2c1	i	-0.1%[20.6 µM]	0%[26 µM]	-1%[25.6 µM]	i	0%[20.6 µM]	?	-3%[25.6 µM]	-4%[20.5 µM]	6%[25.6 µM]	?
O=C(Nc1ccc(NC(=O)c2ccco2)nc1)c1ccccn1	?	-0.9%	-4%	0%	i	-1%	?	-5%	-5%	?	?
CC1=C(C(=O)Nc2ccccc2)C(c2ccccc2)N2C(=O)CSC2=N1 (stereo unspecified)	.	-2.4%	-2%	2%	.	2%	.	1%	25%	-2%	.
O=C(Cc1cccs1)Nc1nnc(SCC(=O)N2CCCCC2)s1	i	-0.2%[57.5 µM]	-2%	-4%	i	-2%	i	6%	0%	-12%	i
Cc1nn(-c2ccccc2)c(C)c1NC(=O)Cc1cccs1	.	0.3%	-3%	-6%	.	0%	.	-10%	?	-14%	.
CCN1CCN(CCNC(=O)C2CCN(Cc3nc(-c4ccc(Cl)cc4)oc3C)CC2)CC1	.	-0.7%	-5%[2.3 µM]	0%	.	.	.	8%	-4%	7%	.
Cc1ccc(NC(=O)Cn2cccc2)cc1C	i	-0.4%	-7%	0%	i	0%	i	9%	-2%	7%	i
Cc1cc(N2CCN(C)CC2)nc2ccc(NC(=O)c3ccc(Br)o3)cc12	i	-0.6%	-9%	-8%	i	0%	i	2%	12%	-8%	?
Cc1cc(-c2ccccc2N)n[nH]1	i	-0.5%	-7%	-4%	i	6%	i	10%	9%	-13%	?
N#Cc1ccc(NC(=O)Nc2ccc(Cl)cc2)cc1	.	-2.1%[9.22 µM]	5%	-3%	.	-2%	.	-17%	-1%	3%	.
CC(C)=CC(=O)OCC(=O)Nc1nc(C)c(Cl)cc1Cl	i	0.4%	-2%	-4%	i	0%	?	8%	10%	-3%	i
CCC(=O)c1ccccc1OCCCN1C(=O)NC(C)(C)C1=O	i	-2.2%	-7%	-2%	i	-2%	i	9%	4%	1%	i
Cn1c(=O)c(C(=O)Nc2cccnc2)c(O)c2ccccc21	i	-1.6%	0%	-9%	i	-1%	i	-3%	-4%	15%	i
CC(C)c1ccc(OCC(=O)NCc2ccco2)cc1	?	-0.8%	-6%	-3%	i	-1%	?	-3%	2%	-10%	i
O=C(Nc1cccc(C(F)(F)F)c1)N1CCC(c2nc(-c3ccc(F)cc3)no2)CC1	i	.	12%	-8%	i	1%	i	-11%	-3%	-3%	i
COC(=O)c1ccccc1NC(=O)c1ccccc1NS(C)(=O)=O	i	0.6%	6%	0%	i	2%	i	-1%	-1%	-21%	i
